Bioassay records from PubChem.
Large T inhibition – TAg ATPase/helicase activity blockers – biochemical (AID 1903); SV40 large T antigen ATPase/helicase inhibition assay; higher % means a stronger effect; one-dose inhibition, % at 20 µM; IC50 in µM for titrated hits; 310,000 tested, 0.39% active; in the data active means a potency from the dose series; inconclusive means inhibition mostly from about 32% at the one dose, without a potency; inactive means the rest, 99 in 100 with inhibition below about 32%; further: strong numbers were not always called active
RSV antiviral HEp-2 – inhibition of RSV-induced cytopathic effect – HEp-2 cells, primary 10 µM value included (AID 2391); HEp-2 cells, RSV-induced CPE inhibition; higher % means a stronger effect; CPE inhibition, % at 10 µM; hits with a dose series show IC50 in µM; 310,000 tested, 0.13% active; in the data active means a potency from the dose series; inconclusive means CPE inhibition mostly from about 23% at the one dose, without a potency; inactive means the rest, 99 in 100 with CPE inhibition below about 21%; further: strong numbers were not always called active
WT yeast gro inh – growth inhibition of WT yeast, mitochondrial fusion screen; mitochondrial fusion phenotypic screen, WT strain; inhibition, % at 10 µM; 190,000 tested, 2.1% active; AID 1362; in the data active means inhibition above about 58%; tested in S. cerevisiae
West Nile antiviral – inhibition of WNV-induced cytopathic effect – cell-based, CPE readout (AID 1621); one-dose CPE inhibition, % at 10 µM; IC50 in µM for titrated hits; 290,000 tested, 0.02% active; West Nile virus-infected cells, CPE inhibition; higher % means a stronger effect; in the data active means a potency from the dose series; inconclusive means CPE inhibition mostly from about 3.7% at the one dose, without a potency; inactive means the rest, 99 in 100 with CPE inhibition below about 2.2%; further: strong numbers were not always called active
Yfh1-depleted yeast – mitochondrial function rescue without frataxin homolog – Friedreich's ataxia, plus single-dose screen, dose response (AID 1465). 220,000 tested, 0.074% active. fold induction at 50 µM; hits with a dose series show EC50 in µM. S. cerevisiae Yfh1-off respiration, WST-1 reduction, 72 h; higher fold induction means a stronger effect;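 active means fold induction of absorbance versus untreated yeast above a set limit, then at least 30% activation at any dose in follow-up; inconclusive means repeats straddling the limit, or above it without dose testing; inactive means fold induction below the set limit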;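 further: activators that raise dye reduction in frataxin-depleted yeast; strong numbers were not always called active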
XIAP antagonists – small molecules displacing peptide from XIAP – biochemical, IAP family, fluorescence polarization (AID 1018) | XIAP BIR domain, fluorescence polarization peptide displacement; higher % means a stronger effect | displacement, % at 20 µM; hits with a dose series show IC50 in µM | 200,000 tested, 0.007% active; in the data active means displacement above about 50%; further: a part of the inactive calls stands beside numbers as strong as those of hits
ER stress rescue – protection against thapsigargin-triggered cell killing – 384-well, CSM14.1, ATP luminescence, primary screen (AID 1222); CSM14.1 thapsigargin-induced death rescue, ATP luminescence; higher % means a stronger effect; cellular ATP content (survival), % at 20 µM; hits with a dose series show EC50 in µM; 190,000 tested, under 10 active;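 active means EC50 below 50 µM in the dose-response confirmation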;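 further: death triggered by thapsigargin at about 15 µM added after 2 h compound pretreatment; cell ATP read after overnight thapsigargin exposure of roughly 18 to 22 hours; normalized against plate controls of thapsigargin alone and 5% DMSO vehicle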
WT yeast gro inh mutant strain – second read-out of WT yeast gro inh, no call of its own (marks repeat the call); inhibition, %; mitochondrial fusion phenotypic screen, mutant strain inhibition
Numbers without * were called inactive; i = inactive; ? = inconclusive; . = no result given. Some of the compounds tested (hit frequency here may not be typical).

Start of the listing, in advance:
SMILES	Large T inhibition	RSV antiviral HEp-2	WT yeast gro inh	West Nile antiviral	Yfh1-depleted yeast	XIAP antagonists	ER stress rescue	others
O=[N+]([O-])c1ccc2c(c1)c1ccccc1n2CCO	20%	.	.	0.4%	.	.	.
CN1C(=S)SC2CS(=O)(=O)CC21 (centres undefined)	8%	.	.	0.5%	.	.	.

The list itself (from the top)
SMILES	Large T inhibition	RSV antiviral HEp-2	WT yeast gro inh	West Nile antiviral	Yfh1-depleted yeast	XIAP antagonists	ER stress rescue	others
O=[N+]([O-])c1ccc2c(c1)c1ccccc1n2CCO	20%	.	.	0.4%	.	.	.
CN1C(=S)SC2CS(=O)(=O)CC21 (centres undefined)	8%	.	.	0.5%	.	.	.
CCOC(=O)c1ccc(N2Cc3cc(C)c(C)cc3C2)cc1O	.	.	27	.	.	-4.6%	-0.9%	WT yeast gro inh mutant strain=15
CCOc1ccc(N2CCCCn3c2nc2c3c(=O)[nH]c(=O)n2C)cc1	.	.	8	.	.	-1.0%	1.4%	WT yeast gro inh mutant strain=2
COc1ccc(Cl)cc1Nc1nc(N2CCCC2)nc(N2CCCC2)n1	.	.	1	.	.	-6.0%	3.8%	WT yeast gro inh mutant strain=1
CN1CCN(S(=O)(=O)c2ccc(-c3ccc(S(=O)(=O)N4CCN(C)CC4)cc3)cc2)CC1	.	.	12	.	.	-6.7%	1.8%	WT yeast gro inh mutant strain=-4
O=C(NCCc1ccccc1)c1ccccc1C(=O)NCCc1ccccc1	12%	0.7%	.	.	.	.	.
O=C(c1ccccc1Cl)N1CCN(c2ncccn2)CC1	2%	0.3%	.	.	.	.	.
CS(=O)(=O)c1ccc2nc(NC(=O)C3CC3)sc2c1	20%	-0.1%	.	.	.	.	.
CCSC(=Nc1ccccc1)N1CCOCC1	11%	1.6%	.	.	.	.	.
Cc1cc(C)c(-c2c(O)c3cccnc3n(C)c2=O)c(C)c1	6%	1.1%	.	.	.	.	.
Cc1ccc(C(=O)Nc2ccc(Nc3ccccc3)cc2)cc1Br	10%	14%	.	.	.	.	.
CN(C)Cc1ccccc1Sc1ccc2c(c1)CCCC2	6%	-0.2%	.	.	.	.	.
COc1cc(OC)c(/C=C2\C(=O)Nc3ccccc32)c(OC)c1	7%	-2.3%	.	.	.	.	.
S=C(Cc1ccc(-c2ccccc2)cc1)N1CCOCC1	7%	2.6%	.	.	.	.	.
O=C(Nc1ccccc1)C1CCOC1=O (centres undefined)	7%	0.9%	.	.	.	.	.
CC(C)(C)C(=O)Nc1cc(NC(=O)C(C)(C)C)cc(C(=O)Nc2c[nH]c(=O)[nH]c2=O)c1	8%	0.5%	.	.	.	.	.
COCCNC(=O)c1ccccc1N(Cc1ccccc1)S(=O)(=O)c1ccccc1	0%	1.6%	.	.	.	.	.
Cc1cccc2c1Sc1ccc(Cl)cc1CC2N1CCNCC1 (centres undefined)	8%	-3.3%	.	.	.	.	.
O=C(Nc1ccccc1)NC1CCCCCCC1	7%	1.6%	.	.	.	.	.
Cc1ccc(C)c(NC(=O)CN2C(=O)c3ccccc3C2=O)c1	-1%	0.8%	.	.	.	.	.
O=C(O)CSc1cccnc1Sc1ccc(Cl)cc1	23%	1.8%	.	.	.	.	.
Cc1ccccc1/C=C/C(=O)c1ccc([N+](=O)[O-])o1	83µM*	-4.5%	.	.	.	.	.
C=CCNC(=O)C1CC1(c1cccc(C)c1)c1cccc(C)c1 (centres undefined)	10%	-0.1%	.	.	.	.	.
COc1cccc2c(O)c(-c3ccccc3)c(=O)[nH]c12	9%	1.9%	.	.	.	.	.
Clc1cc(/C=N\NC2=NCCN2)cc(Cl)n1	12%	0.6%	.	.	.	.	.
COc1ccccc1C(=O)Nc1ccccc1C(=O)Nc1ccccc1	-6%	2.7%	.	.	.	.	.
COc1cc(OC)c2c(c1)O/C(=C\c1ccccc1)C2=O	11%	1.0%	.	.	.	.	.
Cc1ccc(/C=C/C(=O)c2ccc([N+](=O)[O-])o2)cc1	25%	-3.8%	.	.	.	.	.
C/C(=N\NC(=O)CCC(=O)N/N=C(\C)c1ccc(C)o1)c1ccc(C)o1	14%	1.0%	.	.	.	.	.
Clc1cccc(OCCOCCN2CCNCC2)c1Cl	5%	-0.4%	.	.	.	.	.
Cc1n[nH]c(=S)n1/N=C/c1ccc(-c2ccc(Cl)cc2)o1	7%	0.8%	.	.	.	.	.
O=C(O)c1ccc2ccc3ccccc3c2c1	0%	1.4%	.	.	.	.	.
CN(Cc1ccccc1)C(=O)COc1ccc2ccccc2c1	3%	8.7%	.	.	.	.	.
COc1ccc(C(=O)NCCCCc2ccccc2)cc1	11%	1.4%	.	.	.	.	.
O=C(N/N=C/c1c(O)ccc2ccccc12)Nc1ccccc1	17%	4.0%	.	.	.	.	.
CN1CCN(C2Cc3ccc(Cl)cc3Sc3ccc(F)cc32)CC1 (centres undefined)	5%	9.8%	.	.	.	.	.
O=S(=O)(c1ccccc1)C1Cc2ccccc2C1Cl (centres undefined)	2%	0.9%	.	.	.	.	.
CN1C(=O)c2cccc3c(Br)ccc(c23)C1=O	-4%	4.2%	.	.	.	.	.
O=C(NC1=NCCS1)c1cccc(F)c1	10%	-1.0%	.	.	.	.	.
COc1ccc(C(=O)NCC(C)NC(=O)c2ccc(OC)c(Br)c2)cc1Br (centres undefined)	11%	2.9%	.	.	.	.	.
C#CCOCCOCCOCCNc1nc(N2CCN(C(=O)CCCCCCCCCCNC(=O)[C@H](CO)n3cc(CCCSC)nn3)CC2)nc(N2CCN(C(=O)CCCCCCCCCCNC(=O)[C@H](CCCCN)n3cc(C[C@@H](C)CC)nn3)CC2)n1	9%	-3.3%	.	.	.	.	.
O=C(NCc1cc(C(F)(F)F)cc(C(F)(F)F)c1)C1CC(c2ccccc2C(F)(F)F)=NO1 (centres undefined)	1%	3.4%	.	.	.	.	.
CCCCOc1ccc(/C=C(\C#N)C(=O)NC2CC2)cc1	19%	0.6%	.	.	.	.	.
NS(=O)(=O)c1ccc(S(=O)(=O)c2ccccc2)nc1	6%	0.6%	.	.	.	.	.
COc1ccccc1NC(=O)c1ccc([N+](=O)[O-])o1	12%	9.0%	.	.	.	.	.
O=C(Nc1ccc2c(c1)CCC2)c1cccc(OC(F)F)c1	15%	?	.	.	.	.	.
CN(C)CC/C=C1\c2ccc(F)cc2Sc2cc(F)c(Cl)cc21	5%	22%	.	.	.	.	.
COc1cc2c(cc1OC)C(C)N(CCc1ccc(Cl)cc1)CC2 (centres undefined)	5%	-0.5%	.	.	.	.	.
O=Cc1c(-c2ccc(Cl)cc2)oc2ccc(O)cc12	10%	15%	.	.	.	.	.
COc1ccc(NC(=O)C(C)N2C(=O)c3ccccc3C2=O)c(OC)c1 (centres undefined)	8%	1.8%	.	.	.	.	.
O=Nc1c(-c2cccc([N+](=O)[O-])c2)nc2ncccn12	32µM*	.	.	0.1%	i	.	.
CC(=O)N(CCC(c1ccco1)C(C)C)Cc1ccc(Cl)cc1 (centres undefined)	8%	.	.	-1.4%	i	.	.
Cc1csc2nc(NC(=O)c3ccccc3)sc(=O)c12	6%	.	.	0.3%	i	.	.
CCS(=O)CC(=O)Nc1c(-c2ccccc2)oc2ccccc2c1=O (centres undefined)	5%	.	.	0.3%	i	.	.
CC(=O)c1sc2nsc(SCCN3CCOCC3)c2c1N	43%	.	.	-0.1%	i	.	.
Cc1ccsc1/C=N/NC(=O)C1C(=O)NCC1c1ccccc1 (centres undefined)	10%	.	.	0.0%	i	.	.
COc1ccc(C)c(-n2c(=O)n(Cc3ccccc3)c(=O)c3[nH]cnc32)c1	19%	.	.	-0.1%	i	.	.
NNC(=O)c1csc(CS(=O)(=O)c2ccc(Cl)cc2)n1	11%	.	.	0.6%	i	.	.
CNC(=O)c1cc(NC(=O)CCn2nc(-c3ccc(C)cc3)c3ccccc3c2=O)ccc1OC	18%	.	.	0.6%	i	.	.

Nothing new here: 6 of the compounds above.
SMILES	Large T inhibition	RSV antiviral HEp-2	WT yeast gro inh	West Nile antiviral	Yfh1-depleted yeast	XIAP antagonists	ER stress rescue	others
O=C(Nc1ccc2c(c1)CCC2)c1cccc(OC(F)F)c1	15%	?	.	.	.	.	.
CN(C)CC/C=C1\c2ccc(F)cc2Sc2cc(F)c(Cl)cc21	5%	22%	.	.	.	.	.
COc1cc2c(cc1OC)C(C)N(CCc1ccc(Cl)cc1)CC2 (centres undefined)	5%	-0.5%	.	.	.	.	.
O=Cc1c(-c2ccc(Cl)cc2)oc2ccc(O)cc12	10%	15%	.	.	.	.	.
COc1ccc(NC(=O)C(C)N2C(=O)c3ccccc3C2=O)c(OC)c1 (centres undefined)	8%	1.8%	.	.	.	.	.
O=Nc1c(-c2cccc([N+](=O)[O-])c2)nc2ncccn12	32µM*	.	.	0.1%	i	.	.

(next part)
SMILES	Large T inhibition	RSV antiviral HEp-2	WT yeast gro inh	West Nile antiviral	Yfh1-depleted yeast	XIAP antagonists	ER stress rescue	others
O=[N+]([O-])c1ccc(Sc2ncccn2)c([N+](=O)[O-])c1	18%	.	.	?	i	.	.
CC1C2(C)OCC(C#N)(C(=N)O2)C1(C#N)C#N (centres undefined)	8%	.	.	0.2%	i	.	.
CC(C)=CCc1c(-c2ccc(O)cc2O)oc2cc3c(c(O)c2c1=O)C=CC(C)(C)O3	9%	.	.	0.2%	i	.	.
COc1ccc(C(=O)N=S2CCN(C(=O)c3ccc(Cl)cc3)CC2)cc1	4%	.	.	0.2%	i	.	.
C/C(=N\NC(N)=O)c1cc(Cl)cc(Cl)c1O	13%	.	.	-0.1%	i	.	.
CCOc1ccc2nc(COC(=O)c3ccncc3)c(C(=O)c3ccccc3)[n+]([O-])c2c1	8%	.	.	-0.2%	i	.	.
N#C/C(=C\Nc1ccc(F)c(Cl)c1)S(=O)(=O)c1ccccn1	12%	.	.	-0.3%	i	.	.
S=C1NCN(C2CCCCC2)CN1CCc1ccccc1	11%	.	.	-0.4%	i	.	.
Cc1ccccc1S(=O)(=O)NCc1ccc(N2CCN(C)CC2)cc1	19%	.	.	0.3%	i	.	.
CC(C)(C)/C=N/NC(=O)C1CC1	16%	.	.	0.4%	i	.	.
CC(=O)Nc1ccc(NS(=O)(=O)c2ccc(-c3csc(C)n3)s2)cc1	13%	.	.	0.1%	i	.	.
CC(C)=CCc1c2c(c(O)c3c(=O)c4c(oc13)-c1cc(O)c(O)cc1OC4C=C(C)C)C=CC(C)(C)O2 (centres undefined)	3%	.	.	-1.0%	i	.	.
O=C(Nc1ccc(F)cc1)Nc1ccccc1C(=O)NCCN1CCNC1=O	8%	.	.	0.3%	i	.	.
Nc1nnnn1CC(=O)N/N=C/c1ccccn1	11%	.	.	-0.1%	i	.	.
Cn1cnc(NCc2ccccc2)c1[N+](=O)[O-]	12%	.	.	0.3%	i	.	.
CC(C)S(=O)(=O)N1CCN(c2ccnc3cc(Cl)ccc23)CC1	10%	.	.	-0.5%	i	.	.
COCCCNC(=S)NNC(=S)NCCCOC	10%	.	.	0.7%	i	.	.
Cc1c(Cl)c([N+](=O)[O-])nn1Cc1ccc(C(=O)NN)o1	12%	.	.	-0.2%	i	.	.
COc1cccc(OC)c1C(=O)NNC(=O)c1cccnc1	9%	.	.	0.3%	i	.	.
Cc1cccc(NC(=O)Nc2ccc(S(N)(=O)=O)cc2)c1	4%	.	.	1.1%	i	.	.
S=c1[nH]nc(-c2ccccc2Cl)n1/N=C/C=C/c1ccco1	?	.	.	-0.2%	i	.	.
Cc1nc(Cl)c2c(n1)NC(=O)CO2	8%	.	.	0.1%	i	.	.
COC(=O)c1sc(SC)nc1N	23%	.	.	0.1%	i	.	.
Cn1nc(C(F)(F)F)c(-c2cccc(C(F)(F)F)c2)c1NC(=O)c1cccnc1	11%	.	.	-0.5%	i	.	.
